NR5A2 inv ag = LRH-1 (NR5A2) inverse agonists, primary screen, cell-based, luminescence, HEK293T, StAR-luciferase reporter; LRH-1 transfected, 24 h; inhibition, % at 3.6 µM; 360,000 compounds, 0.13% hits; AID 602396, 2012;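 active = inhibition above the mean inhibition of all tested compounds plus 3 SD, cut at about 73% in these data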;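 note: 0% = DMSO wells and 100% = reporter-only cells lacking LRH-1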
Target sequence (O00482 whole entry, looked up): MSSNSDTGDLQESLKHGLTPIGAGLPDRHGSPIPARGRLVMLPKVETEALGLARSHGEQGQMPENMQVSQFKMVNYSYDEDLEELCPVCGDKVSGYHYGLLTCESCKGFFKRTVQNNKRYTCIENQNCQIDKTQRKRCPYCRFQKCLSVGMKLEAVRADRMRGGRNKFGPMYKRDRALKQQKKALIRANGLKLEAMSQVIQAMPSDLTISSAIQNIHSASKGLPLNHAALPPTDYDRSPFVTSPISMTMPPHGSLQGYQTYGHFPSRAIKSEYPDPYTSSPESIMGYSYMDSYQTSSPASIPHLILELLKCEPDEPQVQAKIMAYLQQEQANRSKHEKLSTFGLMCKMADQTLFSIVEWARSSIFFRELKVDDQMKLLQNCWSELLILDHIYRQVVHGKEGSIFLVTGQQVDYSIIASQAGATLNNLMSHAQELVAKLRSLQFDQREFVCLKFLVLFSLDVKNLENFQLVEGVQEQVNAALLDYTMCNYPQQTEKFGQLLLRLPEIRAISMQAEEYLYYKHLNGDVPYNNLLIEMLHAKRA
SRC3 inh = SRC3 coactivator transcriptional activity inhibitors, primary screen, cell-based, luminescence; HEK293 GAL4-SRC3 luciferase reporter; Nuclear receptor coactivator 3 (Homo sapiens), Q9Y6Q9; 360,000 compounds, 0.17% hits; inhibition, % at 3.6 µM;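 active = inhibition above a per-campaign cutoff, the mean of all compounds plus 3 SD, cut at about 60% in these data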;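 note: 0% = DMSO-treated cells and 100% = gossypol-treated cells at 36 µM; higher means less SRC3-driven luciferase light from the GAL4 reporter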
SRC1 inh = SRC1 coactivator transcriptional activity inhibitors, primary screen, cell-based, luminescence. Nuclear receptor coactivator 1 (Homo sapiens), Q15788. HEK293 GAL4-SRC1 luciferase reporter. inhibition, % at 3.6 µM. 360,000 compounds, 0.12% hits. AID 588354, 2011;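 active = inhibition above the campaign mean plus 3 SD, with each screening campaign given its own cutoff, cut at about 60% in these data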;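 note: 0% = DMSO treated cells and 100% = gossypol at 36 µM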
KKLEB cytotox = cytotoxicity in KKLEB CF airway cells, primary screen, cytotoxicity control for CF NF-kB inhibitor project, cell-based, uHTS, fluorescence assay plates | AID 602141, 2011 | KKLEB CF airway cells viability, ATPlite luminescence, overnight; hits give low values; cells stimulated with P. aeruginosa culture filtrate | activity change (cytotoxicity), % at 5 µM | 360,000 compounds, 0.36% hits;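 active = corrected activity change at or below -50% at 5 µM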
C8 TRAIL sens = viability loss with TRAIL in NB7+C8 cells, primary screen, TRAIL sensitizer project, cell-based, ATPlite luminescence; AID 624354, 2012; inhibition (viability loss, TRAIL sensitization), % at 10 µM; 360,000 compounds, 1% hits;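 active = compounds causing at least 50% loss of cell viability in the single-dose screen, relative to plate controls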
LMP1 NFkB inh = EBV LMP1-driven NF-kappaB luciferase reporter inhibitors, primary screen, cell-based, luminescence, single point | AID 504558, 2011 | LMP1-induced NF-kappaB luciferase reporter cells | 350,000 compounds, 0.69% hits | inhibition, % at 12.5 µM; in the data active = inhibition above about 41%;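 note: 0% = neutral control wells and 100% = reference inhibitor control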
TROY NFkB inh = inhibitors of TROY-driven NF-kB signaling, primary screen, Q293 LMP1-TROYcd cells, NF-kB luciferase, uHTS; inhibition, % at 10 µM; AID 1347056, 2019; Q293 LMP1-TROYcd NF-kB luciferase reporter, 4 h; 360,000 compounds, 0.98% hits;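 active = compounds whose plate-normalised and pattern-corrected inhibition of the luciferase reporter signal at the single screening dose is 50% or more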
NR2F2 inh = NR2F2 transcriptional activity inhibitors, primary screen, cell-based, luciferase reporter, HEK293T, luminescence. COUP transcription factor 2 (Homo sapiens), P24468. HEK293T NGFI-A luciferase reporter. inhibition, % at 8.6 µM. 370,000 compounds, 0.7% hits;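 active = inhibition above a per-plate cutoff, mean inhibition of test wells between control levels plus 3 SD, cut at about 38% in these data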;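 note: cells cotransfected with COUP-TFII expression vector driving the NGFI-A reporter; 0% = median of COUP-TF2 test wells and 100% = reporter-only cells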
CF NFkB block = inhibitors of PAF-induced NF-kB signaling, primary screen, cell-based, GFP fluorescence, uHTS. KKLEB NF-kB-GFP reporter, GFP fluorescence overnight. inhibition, % at 5 µM. 360,000 compounds, 0.86% hits. AID 588850, 2011;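 active = at least 50% inhibition at 5 µM, scaled per plate between neutral and stimulator controls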;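 note: PAF is a Pseudomonas aeruginosa culture filtrate used as stimulus; plate controls were PAF-stimulated DMSO wells for no effect and unstimulated DMSO wells for full effect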
Shn3 3UTR inh = reduction of Shn3 3'UTR firefly luciferase signal, primary screen, Schnurri-3 inhibitor project, cell-based, Clone20 osteoblasts, set 2. inhibition, % at 12.5 µM. 360,000 compounds, 0.52% hits. Clone20 osteoblast Shn3 3'UTR firefly luciferase, 24 h;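 active = mean inhibition of at least 75% with every replicate also reaching 75%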;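 note: 0% = median of neutral control wells and 100% = pilot-screen positive control compound; some compounds past the cut are filed as inactive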
TWEAK Fn14 block = inhibitors of TWEAK-Fn14 signaling, primary screen, luciferase reporter cells, uHTS; TWEAK-stimulated Fn14 reporter cells, luciferase luminescence, 8 h; inhibition, % at 10 µM; 360,000 compounds, 2% hits; in the data active = inhibition above about 50%
* = called active by the depositor; nt = no result given.

#	molecule	LMP1 NFkB inh	SRC1 inh	NR2F2 inh	KKLEB cytotox	NR5A2 inv ag	SRC3 inh	CF NFkB block	TWEAK Fn14 block	C8 TRAIL sens	TROY NFkB inh	Shn3 3UTR inh
1	COc1ccc(NC(=O)Nc2nnc(C(C)C)s2)cc1	-30	-303	-58	8	-99	-109	-6	-11	-17	-57	-61
2	O=C(Cc1ccc(S(=O)(=O)N2CCOCC2)s1)NCC(=O)Nc1ccccc1Br	2	3	16	-6	6	10	13	12	1	-3	14
3	Cc1ccc(Cl)cc1NS(=O)(=O)c1ccc2oc(=O)ccc2c1	-18	-25	12	-2	14	3	-9	1	5	5	-4
4	Cc1cnc(C(=O)Nc2ccc(F)cc2)cn1	6	-89	-27	13	-88	-61	-8	-6	13	-53	-74
5	NC(=O)C(c1ccc(Br)cc1)c1ccc(C(=O)c2ccccc2)cc1 (stereo not drawn)	8	-2	-4	3	3	6	-10	-6	-10	28	12
6	CC(=O)c1sc(Nc2nc3cc4c(cc3s2)OCO4)nc1C	-18	-48	-5	10	-21	-53	-39	-2	-8	-25	-76
7	COc1ccc(/C=N/Nc2nccnc2Cl)c(OC)c1	-19	-133	-48	3	-130	-66	-3	7	3	-34	-112
8	Cc1cc(C)n(C(=O)CSc2nc3ccccc3o2)n1	-14	-36	-26	-3	7	8	-7	-22	2	0	-72
9	Cc1ccccc1NC(=S)N1CCC(NC(=O)c2ccco2)CC1	-1	-3	-5	-14	13	12	-3	4	-8	-7	-2
10	Cc1cc(C)cc(-n2ccnc2SCC(=O)c2c(N)n(C3CC3)c(=O)[nH]c2=O)c1	-2	-9	-4	12	5	7	-23	18	1	0	-1
11	Cc1ccc(S(=O)(=O)N2CCCCC2)cc1NC(=O)CNCc1ccco1	-5	5	8	-4	18	11	14	1	-14	5	-11
12	COc1cccc(OC)c1C(=O)Nc1ccc(C(=O)c2ccncc2)cc1	-1	-13	-8	8	8	22	15	5	5	-7	-12
13	CCOC(=O)c1c(NC(=O)c2cc(-c3ccc(Cl)s3)nc3ccccc23)sc(C(N)=O)c1C	-50	-12	-7	1	5	2	-10	-9	1	6	-20
14	O=C(OCc1cccc2ccccc12)C1CC(=O)N(c2ccccc2)C1 (stereo not drawn)	-7	-13	1	13	7	11	2	11	-5	7	7
15	O=C(O)c1cccc2c(-c3ccccc3)c(-c3ccccc3)[nH]c12	-3	6	11	2	6	2	-7	21	-22	20	-7
16	CC1(C)CC(=O)C(C=NCCC2=CCCCC2)=C(O)C1	0	-31	16	2	-11	2	2	-3	-10	-29	-30
17	Cc1nc(OCc2ccccc2)c2sc3nc4c(cc3c2n1)COC(C)(C)C4	-4	-34	-5	0	-4	-17	10	10	22	-19	-13
18	Cc1ccc(S(=O)(=O)NCC(C)NS(C)(=O)=O)cc1 (stereo not drawn)	-3	12	0	7	23	10	-14	4	37	-9	-3
19	CCOc1ccc(C(C(=O)NC2CCCC2)N(C(=O)CNC(=O)c2ccco2)c2cccnc2)cc1 (stereo not drawn)	-4	14	-2	-2	-17	1	-4	8	7	-1	-14
20	Cc1ccc(-c2noc(CN(C(=O)c3cccs3)C(C)C)n2)cc1	2	3	5	21	-3	14	-4	2	-13	-7	-7
21	COc1cccc(CNC(=O)CCC2CCCN(C(=O)CCn3cncn3)C2)c1 (stereo not drawn)	3	-1	-12	8	5	19	-6	7	-4	-9	-1
22	O=C(NC1CCCCC1)C1CCN(S(=O)(=O)c2cccc3nonc23)CC1	5	-14	9	4	-22	-5	5	-12	2	-3	6
23	O=C(CN(Cc1ccco1)C(=O)Cn1nnc(-c2cccs2)n1)NCc1ccccc1	-1	-9	6	-8	-2	11	-1	19	0	-14	-3
24	O=C(Cc1ccc(Br)cc1)NC1CCCc2ccccc21 (stereo not drawn)	-7	5	6	-5	2	-20	0	-20	33	-4	11
25	COc1ccc(-c2cc(C(=O)Nc3ccc(S(=O)(=O)Nc4ncccn4)cc3)c3ccccc3n2)cc1	2	-23	2	1	-1	0	-6	-24	1	-18	-23
26	CN(c1ccccc1)S(=O)(=O)c1ccc(C(=O)Nc2ccncc2)cc1	3	4	24	-12	7	17	25	5	13	18	40
27	COC(=O)CSc1nnc(Cc2ccccc2)n1-c1ccc(C)cc1	-7	-8	20	-2	11	-2	9	38	-10	15	3
28	COc1ccccc1NS(=O)(=O)c1ccc(NC(=O)c2nc3ncccn3n2)cc1	0	-5	8	-4	-14	-13	-4	0	17	-34	6
29	CC(=O)Oc1ccccc1-c1nc(C)nc(N(C)C(C)=O)n1	2	-15	1	4	-44	-5	-18	-2	-11	-21	-7
30	Cc1cc(C)nc(/N=C(\N)Nc2ccc(-c3ccccc3)cc2)n1	16	25	56*	-4	29	47	2	-21	34	12	92*
31	COc1cccc(/C=N/NC(=O)c2ccc3nc[nH]c3c2)c1O	14	-22	16	3	-9	17	-5	-15	22	-15	16
32	COc1cccc(N2C(=O)C3C(C2=O)C3(c2ccccc2)c2ccccc2)c1 (stereo not drawn)	4	9	-8	-4	8	15	15	13	-5	-3	-18
33	O=C(O)CCn1[nH]c(=O)ccc1=O	-3	-2	-6	-5	20	6	6	1	4	-14	-21
34	Cc1ccc(NNC(=O)c2cc(C(C)(C)C)nn2Cc2ccccc2)cc1	-20	22	11	12	-3	23	-11	-25	-15	4	33
35	CC#C[C@@H](CC)c1ccc2ccn(C)c2c1	0	-6	16	1	-31	-23	-24	-9	22	-12	-27
36	CC(C)(CNC(=O)c1ccc(S(=O)(=O)Nc2ccccc2F)cc1)N1CCOCC1	0	1	10	-5	-1	-6	17	0	-1	9	-1
37	CCCCNC(=O)N(C)c1nc2ccccc2s1	-31	-78	-10	14	-68	-57	-19	-32	-8	-43	-116
38	COc1ccc(CCNC(=O)CN2CCN(c3cccc(C(F)(F)F)c3)CC2)cc1	-3	-2	15	10	-28	17	3	-16	15	4	-4
39	CC(C)N(C(=O)Cn1c(=O)oc2ccccc21)c1ccccc1	8	14	1	-7	10	20	10	-20	3	-21	3
40	C/C(CC(=O)Nc1ccc(C)cc1C)=N\NC(=O)C(C)C	-3	-5	0	-2	-8	12	2	-2	-3	8	2
41	CC(OC(=O)C1=COCCO1)C(=O)NC1CCCCC1 (stereo not drawn)	15	3	-19	7	-4	-5	-5	6	2	4	-12
42	COc1ccc(C=C2SC(=S)N(CCCC(=O)Nc3ccc(C(=O)O)c(O)c3)C2=O)cc1OC	nt	-4	13	-6	2	-21	11	20	2	15	-14
43	CSc1ncccc1C(=O)NC1CC(C)(C)Cc2c1cnn2-c1ccccc1C (stereo not drawn)	0	-15	-34	1	-24	1	1	-13	2	-31	-3
44	CCOC(=O)c1cccc(NC(=O)c2cncc(Br)c2)c1	-8	-37	-27	3	-72	-34	8	-13	-2	-56	-27

Exported with values under each structure: 7 of the compounds above.
Second line of a record: LMP1 NFkB inh, SRC1 inh, NR2F2 inh, KKLEB cytotox, NR5A2 inv ag, SRC3 inh, CF NFkB block, TWEAK Fn14 block, C8 TRAIL sens, TROY NFkB inh, Shn3 3UTR inh
35: CC#C[C@@H](CC)c1ccc2ccn(C)c2c1
 : 0, -6, 16, 1, -31, -23, -24, -9, 22, -12, -27
36: CC(C)(CNC(=O)c1ccc(S(=O)(=O)Nc2ccccc2F)cc1)N1CCOCC1
 : 0, 1, 10, -5, -1, -6, 17, 0, -1, 9, -1
37: CCCCNC(=O)N(C)c1nc2ccccc2s1
 : -31, -78, -10, 14, -68, -57, -19, -32, -8, -43, -116
38: COc1ccc(CCNC(=O)CN2CCN(c3cccc(C(F)(F)F)c3)CC2)cc1
 : -3, -2, 15, 10, -28, 17, 3, -16, 15, 4, -4
39: CC(C)N(C(=O)Cn1c(=O)oc2ccccc21)c1ccccc1
 : 8, 14, 1, -7, 10, 20, 10, -20, 3, -21, 3
40: C/C(CC(=O)Nc1ccc(C)cc1C)=N\NC(=O)C(C)C
 : -3, -5, 0, -2, -8, 12, 2, -2, -3, 8, 2
41: CC(OC(=O)C1=COCCO1)C(=O)NC1CCCCC1 (stereo not drawn)
 : 15, 3, -19, 7, -4, -5, -5, 6, 2, 4, -12

Source: PubChem BioAssay (several laboratories)

Some of the compounds tested (hit frequency here may not be typical).
